# Source: PubChem
# PLCg1 inh – blocks human PLC-gamma1 enzyme activity | inhibition, % at 12.2 µM | P19174 | actives 0.84% (n = 370,000) | purified PLC-gamma1, fluorogenic substrate, fluorescence | AID 720700; in the data active = inhibition above about 9.5%
# PLC-beta3 inh – inhibitors of human phospholipase C beta3; inhibition, % at 12.2 µM; Purified PLC-beta3, fluorogenic substrate, fluorescence; Q01970; actives 0.18% (n = 370,000); in the data active = inhibition above about 11%;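 also: 0% = median of compound wells on plate and 100% = full blocker control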
# hcDAF12 agonist – H. contortus DAF-12 activation, primary screen; HEK293 hcDAF-12 lit1-tk-luc reporter, luminescence; 0% DMSO, 100% Δ7-dafachronic acid; activation, % at 6.8 µM; actives 1.4% (n = 370,000);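 active = activation above the mean of all tested compounds plus 3 SD, cut at about 5.5% in these data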;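 also: 100% = response to 3 µM Δ7-dafachronic acid high control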
# sPLA2-III inh – Blocks human group III sPLA2 activity; Q9NZ20; QFRET BODIPY PC-A2 liposome hydrolysis, fluorescence; inhibition, % at 12.2 µM; actives 0.56% (n = 370,000); AID 743126;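 active = inhibition above mean plus 3 SD of compounds lying within the high and low control bounds, cut at about 19% in these data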;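 also: 0% = median of test compound wells and 100% = no enzyme DMSO wells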
# DAX1 inh-1 – DAX1 (NR0B1) inhibition, primary screen. HEK293T StAR-luciferase reporter, SF-1/DAX-1 repression relief. inhibition, % at 6.8 µM. actives 1.1% (n = 370,000). AID 652010;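 active = inhibition above the mean over all tested compounds plus 3 SD, cut at about 3.6% in these data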;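 also: 0% = DAX-1 cells with DMSO and 100% = cells lacking DAX-1 with DMSO; higher inhibition means more luminescence from relief of DAX-1 repression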
# FXN GAA850 act – frataxin GAA850 promoter activation; HEK293 lucGAA850 FXN promoter luciferase reporter, 24 h; percent of 10 µM SAHA response; activation, % at 6 µM; actives 0.56% (n = 360,000); AID 540364;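 active = activation above the average of all compounds screened plus 3 SD, cutoff fixed separately per campaign, cut at about 7.5% in these data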;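 also: 0% = DMSO wells and 100% = 10 µM SAHA wells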
# hgDAF-12 ag – agonists of H. glycines DAF-12 nuclear receptor; HEK293 GAL4-hgDAF12 UAS-luciferase reporter, agonist luminescence; normalized to butyrate control; activation, % at 6.8 µM; actives 1.8% (n = 370,000);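 active = activation above a cutoff set at the mean of all screened compounds plus 3 SD, cut at about 10% in these data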;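 also: 0% = DMSO wells and 100% = sodium butyrate wells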
# ADAM17 inh – ADAM17 inhibition, QFRET primary screen; AID 720648; recombinant ADAM17, EDANS/DABCYL FRET peptide cleavage; actives 0.83% (n = 370,000); P78536; inhibition, % at 6.95 µM;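 active = inhibition above the mean of compounds lying between control limits plus 3 SD, set per campaign, cut at about 8.5% in these data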;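 also: 0% = DMSO-only wells as the low control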
# ADAM10 inh – ADAM10 inhibition, QFRET primary screen | inhibition, % at 7 µM | recombinant ADAM10, EDANS/DABCYL FRET peptide cleavage, 3 h | O14672 | actives 0.62% (n = 370,000) | AID 720582;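 active = inhibition above a per-campaign cutoff equal to the mean of compounds falling between control-based bounds plus 3 SD, cut at about 20% in these data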;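 also: 0% = DMSO wells while the 100% control is not disclosed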
# Target sequence (O14672 214-748 limits assumed): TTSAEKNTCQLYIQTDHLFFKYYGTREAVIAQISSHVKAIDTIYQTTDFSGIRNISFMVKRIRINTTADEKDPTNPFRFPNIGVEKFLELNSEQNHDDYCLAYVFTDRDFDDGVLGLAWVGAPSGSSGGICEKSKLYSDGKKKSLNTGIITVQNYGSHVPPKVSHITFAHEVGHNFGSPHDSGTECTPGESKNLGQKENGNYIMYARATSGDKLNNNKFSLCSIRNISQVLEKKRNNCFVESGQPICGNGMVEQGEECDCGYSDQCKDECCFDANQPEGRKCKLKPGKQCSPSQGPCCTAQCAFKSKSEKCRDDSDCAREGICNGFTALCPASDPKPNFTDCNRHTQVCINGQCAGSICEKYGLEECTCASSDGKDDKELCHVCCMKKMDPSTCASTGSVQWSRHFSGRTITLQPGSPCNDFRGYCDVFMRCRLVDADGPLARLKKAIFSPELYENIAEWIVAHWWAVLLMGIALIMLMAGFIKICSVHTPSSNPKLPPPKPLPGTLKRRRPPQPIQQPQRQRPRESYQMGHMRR
# DAX1 inh-2 – NR0B1 (DAX1) inhibition. actives 0.99% (n = 340,000). inhibition, % at 6.75 µM. HEK293 Gal4-DAX1 luciferase reporter, luminescence. AID 504766;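 active = inhibition above the mean over all tested compounds plus 3 SD, cut at about 4.2% in these data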;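 also: 0% = DAX1-transfected cells with DMSO and 100% = empty-vector control cells with DMSO; inhibition shows as a rise in luminescence from relieved DAX1 repression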
# Target sequence (P51843 207-470 limits assumed): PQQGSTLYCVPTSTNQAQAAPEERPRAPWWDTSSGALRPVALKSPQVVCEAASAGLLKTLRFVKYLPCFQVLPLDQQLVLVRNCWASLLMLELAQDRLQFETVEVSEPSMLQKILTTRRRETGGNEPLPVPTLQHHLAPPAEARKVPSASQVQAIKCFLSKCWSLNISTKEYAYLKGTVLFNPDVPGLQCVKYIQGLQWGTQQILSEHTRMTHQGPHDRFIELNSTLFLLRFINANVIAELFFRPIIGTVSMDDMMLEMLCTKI
# ssDAF-12 act – activates DAF-12 receptor from parasite S. stercoralis | HEK293 ssDAF-12/GRIP1 lit1-tk-luc reporter, luminescence; % of 3 µM dafachronic acid response | activation, % at 6.8 µM | actives 1% (n = 370,000) | AID 652126;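 active = activation above the mean over all tested compounds plus 3 SD, cut at about 0.9% in these data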;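 also: 0% = DMSO-only wells and 100% = 3 µM delta7-dafachronic acid wells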
# * marks the source's active call; other numbers are inactive results; x = not tested or not shown.
smiles	PLCg1 inh	PLC-beta3 inh	hcDAF12 agonist	sPLA2-III inh	DAX1 inh-1	FXN GAA850 act	hgDAF-12 ag	ADAM17 inh	ADAM10 inh	DAX1 inh-2	ssDAF-12 act
O=C(NC1CCCCC1)c1ccc2ccccc2c1	-1	-4	3.5	-10	5.8*	2.0	6.0	0	-4	4.8*	-0.9
CCC(=NCCc1c(C)[nH]c2ccc(OC(F)(F)F)cc12)C1=C(O)CC(c2ccccc2)CC1=O (stereo unspecified)	-2	-3	-1.5	-6	0.8	-2.8	-3.5	1	0	-1.0	-1.3
O=c1c2c(-c3cccs3)csc2ncn1-c1ccc(Br)cc1	-10	-8	-0.5	4	-0.3	3.9	-1.5	-2	-8	-0.5	-1.0
CCN(CC)S(=O)(=O)c1cc(NC(=O)c2n[nH]c(=O)c3ccccc23)ccc1C	1	2	-0.1	-21	0.5	2.7	0.7	1	6	0.0	-1.1
CC1(C)OC(=O)C(=NNc2ccccc2C(=O)O)C(=O)O1	3	-10	-0.1	7	-0.2	-1.5	-1.4	-3	-6	1.3	-2.0
Cc1cc(=O)c(C(=O)O)nn1-c1ccccc1Cl	-2	-7	-0.6	2	-0.4	-0.1	2.9	-5	-2	1.8	-0.9
O=C(Nc1ccc(F)cc1F)c1cc(-c2ccc(Cl)cc2)nc2ccccc12	0	1	-0.8	4	-0.4	x	0.8	2	-8	x	-1.0
O=S1CC/C(=N\O)c2ccccc21 (stereo unspecified)	0	-1	-0.3	5	-0.3	1.7	2.4	-5	-4	0.3	-1.2
CN(C)S(=O)(=O)c1ccc(C(=O)Nc2ccc(Cl)cc2)cc1	1	3	-1.1	3	-2.0	0.3	-0.2	0	-1	-1.8	-1.4
CC(C)(C)N(CC#CCC1(O)c2ccccc2-c2ccccc21)CCO	2	5	-1.7	-1	-0.1	-0.4	7.5	-3	0	-0.6	-1.1
Cc1cccc(C)c1NC(=O)COC(=O)c1cccc2c1C(=O)c1ccccc1C2=O	2	2	2.3	4	-0.3	-0.3	1.8	2	2	-1.4	-0.7
Cc1ccc2[nH]c(=O)c(CN(CCO)C(=O)N(C)C)cc2c1	1	1	-1.8	4	-0.5	-0.7	-1.3	-20	-44	1.7	-1.6
Cc1nnnn1/C(=C\c1ccccc1)C(=O)OCC(=O)Nc1ccc(Cl)cc1F	0	-1	-1.8	-12	-2.8	-2.1	-1.7	2	2	-1.1	-1.1
Clc1cccc2c1Sc1ccccc1CC2N1CCNCC1 (stereo unspecified)	5	3	1.2	15	0.1	0.3	4.3	1	5	-0.5	-0.6
CC(c1nccs1)N(C)c1nc2nonc2nc1N(C)C (stereo unspecified)	6	-2	0.7	-2	0.5	1.3	2.6	3	10	0.1	-0.3
Cc1ccc(N2C(=O)[C@@H]3C(C(=O)C(c4ccccc4)c4ccccc4)=NN[C@@H]3C2=O)cc1	2	-2	2.2	-32	-0.4	0.2	0.6	0	2	0.1	-0.7
CCN1C(=O)[C@H]2[C@@H](c3ccc(C(F)(F)F)cc3)N[C@]3(CCCN(Cc4ccc(Br)cc4)C3=O)[C@H]2C1=O	5	7	-2.0	0	-1.8	-3.9	1.6	0	3	0.4	-1.2
O=C(CN1CCN(Cc2ccc(Cl)cc2)CC1)N/N=C/c1c[nH]c2ccccc12	2	-5	1.3	-12	0.1	1.3	-1.4	-2	-4	0.1	-1.3
C[C@H](O)[C@@H]1C(=O)N2CCc3ccc(-c4ccccc4)cc3[C@@H]2C[C@@H]1N(C)C(=S)Nc1ccc(F)cc1	-6	-18	-2.3	10	0.3	-1.5	-3.1	-4	-38	0.1	-0.8
COc1cccc(C(=O)c2cc3cc(Cl)ccc3[nH]2)c1	-21	-34	2.0	-2	1.2	2.5	6.0	-6	-14	3.3	-0.7
C=CCNC(=S)NNC(=O)Cn1c(-c2ccccc2)cc(=O)n2ncnc12	1	-6	-1.5	14	0.1	-1.3	3.2	1	10	0.5	-0.4
O=S(=O)(c1ccccc1Cl)N1CCCC1c1nc(-c2ccccc2Cl)no1 (stereo unspecified)	-2	-4	-2.9	-7	-1.6	1.1	-3.3	-2	-7	-1.0	-1.8
CC(NC(=O)Cn1nc(C(=O)O)c2ccccc2c1=O)c1ccccc1 (stereo unspecified)	11*	12*	-0.6	-5	0.1	0.8	2.8	4	7	2.3	-1.2
CC1CC(CC(C)C(=O)NC(=S)Nc2ccc(S(N)(=O)=O)cc2)C(=O)O1 (stereo unspecified)	3	2	-1.3	1	-0.1	2.7	0.2	-2	1	x	-0.4
COc1ccc2ncc(S(=O)(=O)c3ccccc3)c(N3CCC4(CC3)OCCO4)c2c1	0	1	-0.4	-7	-0.7	3.0	-2.5	6	5	-0.5	-1.6
Nc1c2c(nc3ccc(Br)cc13)N(c1ccccc1)CC2	-27	-39	1.5	-5	-0.1	6.7	1.2	-7	-20	-1.4	-0.5
c1ccc(CSc2nnc(-c3ccco3)n2Cc2ccco2)cc1	1	0	5.2	-4	0.1	5.1	0.6	-2	3	0.2	-1.0
COCCSc1nnc(NC(=O)COC)s1	0	0	-1.3	-4	-0.1	-0.8	-1.5	-4	2	0.0	-1.5
Cc1c(Cl)c([N+](=O)[O-])nn1CC(=O)NCC1CCCO1 (stereo unspecified)	5	-1	0.0	0	-0.3	-1.0	1.3	-2	7	1.2	-0.9
CC(C)C1C(=O)N(Cc2cn(CCC3OCCCO3)nn2)CCS(=O)(=O)N1Cc1ccc(-c2ccc(Cl)c(Cl)c2)cc1 (stereo unspecified)	4	4	-3.1	-33	-0.6	0.7	-1.8	7	17	-1.2	-1.5
Cc1ccc(NC(=S)N2CCC(c3ccccc3)C2)c(Cl)c1 (stereo unspecified)	1	-3	5.0	6	5.1*	1.2	19*	-2	9	0.4	1.1*
Cc1nn(C)c(C(=O)NNC(=S)NCc2ccco2)c1Cl	-1	-5	-1.9	1	0.2	-0.5	0.8	-8	1	1.6	-0.4
CC1(C)Cc2ccccc2C(=O)N1	5	6	-1.4	9	0.1	1.9	-0.9	0	0	0.4	-1.7
O=C(Cc1n[nH]c(=O)c2ccccc12)N1CCN(S(=O)(=O)c2ccc(F)c(Cl)c2)CC1	-1	3	0.0	2	0.0	2.7	-3.3	-2	-1	2.9	-1.2
CN(CCCCCC(=O)/C=N/O)Cc1ccccc1	1	-3	-0.4	-7	0.7	1.7	-0.1	-2	-6	0.0	-1.1
CCOC(=O)Nc1ccc2c(c1)N(C(=O)CN1CCN(C)CC1)c1ccccc1CC2	0	-3	-1.6	-8	0.3	0.1	3.2	-2	2	-0.3	0.3
Cc1ccsc1CN(C)C(=O)CN1C(=O)NC(c2ccccc2)(c2ccccc2)C1=O	-3	-7	-0.2	-3	0.5	-0.6	-2.9	4	-1	0.1	-1.4
O=S(=O)(Nc1ccc(Br)cc1)c1cccc2nonc12	1	-1	-1.4	0	0.0	4.1	1.3	-1	3	1.1	-0.4
CN(CCCC1CCCC1)C(=O)CC1C(=O)NCCN1Cc1cccc(F)c1F (stereo unspecified)	-17	-26	0.4	-5	2.3	2.0	-0.6	-6	-14	0.0	-0.3
COc1ccc(-c2c(C#N)c(N)nc(Sc3ccc(Cl)cc3)c2C#N)cc1	0	-8	-1.9	2	0.0	-0.4	0.5	-4	-1	0.4	-1.7
COc1ccc(/C=C2\SC(c3ccc(C)cc3)=NC2=O)cc1OC	-18	-23	-0.1	2	0.7	-2.0	1.7	-1	2	0.1	-1.4
CN(C)S(=O)(=O)c1ccc(SCC(=O)N2CC(=O)Nc3ccccc32)nc1	-2	-14	0.2	9	-1.0	1.2	3.3	-5	-9	1.8	-0.9
c1nc(NCC2CCCOC2)c2cc(-c3ccc4c(c3)OCO4)ccc2n1 (stereo unspecified)	-88	-117	2.9	17	x	x	2.0	-27	-68	x	-0.5
CCOC(=O)C1=CCN(S(=O)(=O)c2ccc(F)cc2)C1c1ccc(Cl)cc1 (stereo unspecified)	-2	-3	-0.1	-6	-0.5	x	-0.5	-2	-8	x	0.0
COc1ccc(C(=O)OCCCN(C)C2CN(Cc3cn(Cc4ccccc4F)nn3)S(=O)(=O)C2)cc1OC (stereo unspecified)	2	2	-3.4	-1	-1.0	x	5.0	0	3	x	-1.8
COc1cccc(-c2c(-c3cc(OC)cc(OC)c3)n(C)c3ccc(Br)cc23)c1	3	-1	-2.0	3	-0.6	1.9	0.6	-2	2	1.8	-1.2
Cc1ccc(S(=O)(=O)NC(=O)C2(C)CCN2C(=O)CC2CCCCC2)nc1 (stereo unspecified)	-2	-7	-0.9	-2	0.8	-0.2	0.1	-1	-5	x	-1.3
Brc1ccccc1-c1nnc(CSc2nnc3sc4ccccc4n23)o1	3	2	-0.2	-3	-0.2	2.5	-0.7	1	3	-0.1	-0.9
COC(=O)C1=C(C(=O)OC)[C@@H]2N(C)c3ccc(OC)cc3[C@@]23C[C@@H](C(=O)OC)N(C(=O)c2ccc(Br)cc2)C3=N1	1	0	-1.5	2	0.2	-0.9	2.9	-2	1	-0.8	-1.1
CC(=O)C1=C(O)C(=O)N(Cc2ccco2)C1c1ccccc1F (stereo unspecified)	1	-4	-1.0	-12	0.5	2.1	-1.6	4	5	0.0	-2.1
CCOc1ccc(NC(=O)CSc2nccn2C)cc1	2	2	1.7	5	1.5	2.5	6.2	-2	3	0.6	-1.1
CCC(CC)NC(=O)CN1CCN(S(=O)(=O)c2ccc(Br)s2)CC1	5	1	-0.6	-3	-0.7	0.5	3.1	-4	-10	-0.9	-1.4
CN1C(=O)C(C)(C)c2cc(S(=O)(=O)N3CCCC(C(=O)NCc4ccccc4Cl)C3)ccc21 (stereo unspecified)	1	6	-0.4	0	-1.1	0.3	-0.2	1	-5	0.0	-1.1
CCCC[C@@H]1C=C(C(=O)O)[C@H](c2ccc(Cl)c(Cl)c2)N1S(=O)(=O)c1ccc(C)cc1	0	-5	1.0	-35	-0.3	-0.8	1.2	3	7	-0.3	-0.6
Nc1ccn([C@@H]2O[C@H](C(=O)NCC(=O)N3CCOCC3)[C@@H](O)[C@H]2O)c(=O)n1	-1	3	0.4	6	-0.5	x	-2.3	-4	-5	x	-1.5
Cc1ccc(C(=O)CSc2nc(N)cc(=O)[nH]2)cc1C	0	-9	-1.3	-15	-0.2	1.5	0.8	-3	-1	-0.3	-1.1
Cc1cccc(OCCC(=O)OCc2csc(CC(=O)Nc3ccccc3C)n2)c1	0	-10	-0.5	-58	0.8	0.9	1.6	0	9	-0.4	-0.6
